Compound activity as filed in PubChem.
KCNH2 3.1 block – KCNH2 3.1 (human) potassium channel inhibition | U2OS KCNH2 3.1, thallium flux FluxOr; active compounds read low | activity change, % (tested at about 1.8 µM) | hit rate 0.95% among 340,000;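 active means maximum activity change below -70%; inconclusive means maximum activity change from -70% to -50%; inactive means maximum activity change above -50%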;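 further: thallium influx rate constant from kinetic fluorescence after stimulation buffer; on the % scale 0 is the no-effect control and ±100 the full control effect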
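U2OS cells transduced with KCNH2 3.1 mutant virus (1.77 x 10^8 /mL, 4 h), plated overnight at 37 C, loaded 45 min with FluxOr dye plus Red40 quencher. Thallium flux rate constant from kinetic reads after stimulation buffer, normalised to controls.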
KCNH2 WT inh – inhibitors of human wildtype KCNH2 potassium channel | hit rate 0.37% among 340,000 | U2OS, BacMam KCNH2, thallium flux FluxOr; active compounds read low | activity change, % at 1.84 µM;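 active means maximum activity change below -70%; inconclusive means maximum activity change between -70% and -50%; inactive means maximum activity change above -50%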; further: on the % scale 0 is the no-effect control and ±100 the full control effect
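U2OS cells were transduced with wild-type KCNH2 virus (2.03 x 10^8 / mL) for 4 h at room temperature, then cultured overnight at 37 C. Thallium flux was read with FluxOr dye. Rate constants were normalized to DMSO controls.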
S-ASM inh – human S-ASM enzyme inhibition | P17405 | placental ASM, HMU-PC fluorogenic substrate, 60 min | Potency, µM (titrated, usually from 57.5 µM), for inactives: at the top dose activity change, negative = inhibition, hits mostly inhibitors | hit rate 0.006% among 340,000 | AID 504937; further: potency means the concentration at half of the fitted maximal effect
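Steps: dispense placental human ASM, pin compound, wait 10 min at room temperature, add HMU-PC0 substrate at 9 uM final, incubate 60 min at 37 °C, add stop solution raising pH to 10, read fluorescence.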
a7 integrin act – integrin-mediated muscular dystrophy alleviation activation; Potency, µM (series often up to 38.3 µM), for the others: at the highest dose activation, hits mostly activators; hit rate 0.064% among 350,000; alpha7betagal myoblasts, beta-gal FDG fluorescence, 48 h;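 further: potency means the concentration at half of the fitted maximal effect; 100% = response of the positive control SU9516; nearly all actives have a fitted effect of over 60% in size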
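Alpha7betagal+/- myoblasts (passage 13) were plated 16-24 hr, then exposed to compounds (1:260 dilution of DMSO stock) for 48 hours at 37C. After MPER lysis, β-galactosidase reporter activity was read as FDG fluorescence (ex 480/em 540) after 30 minutes.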
TRPV1 ag – agonists of human vanilloid receptor 1 (TRPV1); TRPV1-expressing cells, Fluo-8 calcium influx, agonist mode; hit rate 0.19% among 320,000; Q8NER1; activation, % at 8.33 µM; AID 540275; in the data active means activation above about 80%; inconclusive means between about 30% and that limit; further: 0% is about no effect
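Fluo-8 calcium influx in TRPV1-expressing cells, kinetic read (ex 480/em 520 nm). Compound added and read 3 min for agonist activity, followed by capsaicin at EC20 final and 2 min further read for enhancement.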
MLL CXXC-DNA inh – blocks binding of human MLL CXXC domain to DNA; Q03164; hit rate 0.037% among 290,000; Potency, µM (titrated, usually from 115 µM), without a hit: at the highest dose activity change, negative = inhibition, usual class: inhibitors; MLL-CXXC / FITC-HOXA9 DNA fluorescence polarization; active means well fitted inhibition curve with a large enough effect in the polarisation, with a control signal flat, not every such curve was filed as active; inconclusive means small, poorly fitted or top-dose-only effect, or effect the other way, or a change in a side signal; inactive means no such curve, though single readings can be large or run the other way; the % refers to the polarisation; further: potency means the concentration at half of the fitted maximal effect
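Purified MLL-CXXC (added from a 7 uM solution) was preincubated 5 min at ambient with pinned compounds in 50 mM Tris-HCl pH 7.5, 50 mM NaCl, 1 mM DTT, 0.05% BSA. Fluorescein-labeled HOX-A9 DNA (50 nM solution) followed, 30 min, then polarization read.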
GALK inh – galactokinase (human) inhibition; P51570; Purified GALK, Kinase-Glo residual ATP luminescence; Potency, µM (doses to about 57.5 µM), without a hit: top-dose activity change, negative = inhibition, hits mostly inhibitors; hit rate 0.007% among 270,000; AID 1868; further: potency means the concentration at half of the fitted maximal effect; on the % scale 0 is the no-effect control and ±100 the full control effect
Target sequence (P51570 whole entry, looked up): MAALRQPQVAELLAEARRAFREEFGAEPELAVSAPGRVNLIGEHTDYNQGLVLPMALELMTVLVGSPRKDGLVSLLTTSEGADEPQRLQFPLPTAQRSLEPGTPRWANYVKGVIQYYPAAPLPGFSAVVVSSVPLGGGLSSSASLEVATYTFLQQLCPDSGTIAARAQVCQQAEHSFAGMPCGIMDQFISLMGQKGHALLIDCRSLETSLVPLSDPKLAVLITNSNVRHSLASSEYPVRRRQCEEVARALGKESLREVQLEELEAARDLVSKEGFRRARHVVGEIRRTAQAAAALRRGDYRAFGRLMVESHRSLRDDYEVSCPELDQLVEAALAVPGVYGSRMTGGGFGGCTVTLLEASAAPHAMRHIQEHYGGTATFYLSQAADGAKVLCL
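The enzyme phosphorylates galactose (100 uM) using ATP (35 uM); inhibition is detected as higher residual ATP, quantified by bioluminescence after 1 h reaction at room temperature, pH 8.0.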
AT treatment – potential ataxia-telangiectasia treatment. […] A-T fibroblasts, KAP-1 phosphorylation AlphaLISA; neocarzinostatin DNA damage 30 min before lysis. Potency, µM (highest dose often 57.5 µM), for the others: at the highest dose activation, hits mostly activators. hit rate 0.19% among 320,000. AID 485349; further: potency means the concentration at half of the fitted maximal effect; % of control where 0% means no effect; nearly all actives have a fitted effect of over 45% in size
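hTERT-immortalized A-T patient fibroblasts ([…]), 500 cells/well in OPTI-MEM, 1% FBS, got compounds for 60 min, then NCS for 30 min at 37C. Lysates were then assayed for phospho-KAP-1 by AlphaLISA (anti-pKAP1 donor, anti-KAP1 acceptor beads), 6 hr at 25C.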
FBPA coupling cs – inhibits coupling enzyme system, counter-screen for aldolase hits. coupling enzyme system counterscreen, AmpLite Red fluorescence. activity change, negative = inhibition, % at 58.2 µM, hits read low. hit rate 0.67% among 290,000; in the data active means activity change below about -30%; further: on the % scale 0 is the no-effect control and ±100 the full control effect
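First, compound is pin-transferred into glyceraldehyde-3-phosphate coupling-enzyme reagent at 57.5 uM final and held 10 min at RT. Next, substrate, coupling system and AmpLite Red are added. After 20 min RT, fluorescence (525/598 nm) is read.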
MBNL1-CUG inh – MBNL1-poly(CUG) RNA binding inhibition | Q9NR56 | TR-FRET MBNL1-His/biotin-(CUG)12 binding, 665/545 ratio | Potency, µM (doses to about 57.5 µM), for inactives: at the highest dose activity change, negative = inhibition, usual class: inhibitors | hit rate 0.036% among 280,000 | AID 2675; active means well fitted inhibition curve with a large enough effect in the signal ratio, with a control signal flat, not every such curve was filed as active; inconclusive means small, poorly fitted or top-dose-only effect, or effect the other way, or a change in a side signal; inactive means no such curve, though single readings can be large or run the other way; the % refers to the signal ratio; further: potency means the concentration at half of the fitted maximal effect; on the % scale 0 is the no-effect control and ±100 the full control effect
Target sequence (Q9NR56 whole entry, looked up): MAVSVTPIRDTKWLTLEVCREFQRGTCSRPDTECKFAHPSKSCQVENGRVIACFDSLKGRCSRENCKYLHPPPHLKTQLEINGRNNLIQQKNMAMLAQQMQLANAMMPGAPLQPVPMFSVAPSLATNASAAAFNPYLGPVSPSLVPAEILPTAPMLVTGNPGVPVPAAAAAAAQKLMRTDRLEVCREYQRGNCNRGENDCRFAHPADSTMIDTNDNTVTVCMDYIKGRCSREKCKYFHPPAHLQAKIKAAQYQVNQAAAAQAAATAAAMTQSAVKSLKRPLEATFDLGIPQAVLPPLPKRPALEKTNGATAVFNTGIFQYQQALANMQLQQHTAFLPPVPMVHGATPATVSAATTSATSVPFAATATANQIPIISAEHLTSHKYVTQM
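Compounds (final 92 nM to 58 uM) are added to His-tagged MBNL1 and biotin-(CUG)12, then terbium anti-His antibody and streptavidin-XL665 (5 nM final). After 60 min at room temperature, the 665/545 nm ratio is read.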
* marks the source's active call; other numbers are inactive results; i = inactive; u = inconclusive; x = not tested or not shown; [ ] = another dose, or the depositor's remark. Unless noted, the call rests on the fitted dose curve; in most records, active means well fitted curve in the direction sought with a large enough effect; inconclusive means small, poorly fitted or top-dose-only effect, or another doubt; inactive means no such curve, though single readings can be large; an effect the other way counts as inactive or inconclusive.

SMILES	KCNH2 3.1 block	KCNH2 WT inh	S-ASM inh	a7 integrin act	TRPV1 ag	MLL CXXC-DNA inh	GALK inh	AT treatment	FBPA coupling cs	MBNL1-CUG inh
NS(=O)(=O)c1cccc(NC(=O)CCCNC(=O)c2ccc(Cl)cc2)c1	20.0	-0.2	-1.3%	28.9%	0.1	1.6%	14.7%	-0.8%	0.9	-0.9%
CCOC(=O)C1(CCOc2ccccc2)CCN(Cc2cccc(F)c2)CC1	u	-29.7	4.2%	-66.1%[inhibitor]	9.7	-3.8%	-2.7%	7.1%	1.8	-12.7%
S=C(NCc1cccs1)Nc1ccc(Br)cc1Cl	-3.4	17.1	-4.0%	u	u	-0.5%	-1.0%	-0.1%	-1.8	1.6%
COc1ccc(-c2ccc3c(c2)S(=O)(=O)c2cccc(C(=O)N4CCN(c5c(Cl)cncc5Cl)CC4)c2C3=O)cc1OC	-7.4	5.8	-9.1%	-26.9%	x	x	x	-3.4%	x	x
Cc1nc([N+](=O)[O-])c(SCC(O)CCl)n1Cc1ccc(Cl)cc1 (stereo not given)	34.1	2.0	4.7%	-30.8%	9.1	9.3%	5.7%	4.5%	0.3	8.1%
CS(=O)(=O)N1CCC(C(=O)N2CCc3ccccc3C2)CC1	-1.0	13.4	1.4%	4.9%	-0.3	-3.3%	-0.7%	7.4%	2.5	-6.9%
Cc1nc2[nH]c(=S)[nH]c(=O)c2nc1C	25.2	-1.6	92.4%[activator]	-1.5%	x	x	x	x	x	x
CCOC(=O)CN1C(=O)N[C@@H](c2cccs2)C(C(=O)OC)=C1C	-10.9	-3.6	3.0%	23.9%	x	x	x	x	1.4	x
COc1ccc(-n2c(COc3ccccc3)nnc2SCC(N)=O)cc1	-9.1	-2.9	2.1%	0.0%	-2.6	1.9%	2.8%	-0.7%	5.7	-5.9%
Cc1ccc(Oc2nc3ccccn3c(=O)c2/C=C(\C#N)C(=O)Nc2c(C)n(C)n(-c3ccccc3)c2=O)cc1	12.3	-2.7	-1.7%	-16.6%	-2.3	-1.6%	0.2%	3.9%	1.4	u
COc1ccccc1C(CNC(=O)COc1ccccc1C)N1CCCC1 (stereo not given)	18.5	22.1	7.2%	10.9%	1.9	x	x	-7.4%	x	x
Cc1cc(C)c[n+](-c2[nH]c(=O)sc2/C=N/NC([S-])=Nc2ccccc2)c1	-3.0	25.7	-3.9%	5.1%	-2.6	-4.8%	0.1%	-2.1%	0.1	u
CNC(=O)c1ccccc1Nc1ccc(SC(F)F)cc1	-27.7	9.0	-3.8%	40.2%	4.6	2.8%	2.9%	7.1%	-0.3	2.7%
O=C(Cc1ccccc1[N+](=O)[O-])Nc1ccc(S(=O)(=O)N2CCCC2)cc1	x	x	x	x	22.6	36.0%	-5.0%	6.1%	x	u
Cc1ccccc1N1CCN(Cc2cccc(C(=O)O)c2)CC1	-3.8	-13.6	1.8%	3.1%	-1.4	-8.7%	-0.1%	4.5%	-1.3	-1.0%
O=C(NCCCN1CCN(Cc2ccccc2)CC1)C1CCN(S(=O)(=O)N2CCCC2)CC1	-11.4	25.9	1.3%	-14.0%	-6.0	0.7%	1.2%	4.3%	x	2.7%
CCOC(=O)c1c(NC(=O)CSc2ncn[nH]2)sc(C(C)=O)c1C	3.1	-1.3	6.1%	-17.2%	-2.3	8.6%	-4.5%	-7.4%	x	u
CSc1nc2ccccc2n1Cc1cccc(F)c1	-12.1	8.1	-0.1%	0.2%	10.8	-4.5%	-3.6%	-6.4%	1.6	2.9%
COC(=O)Nc1ccc(S(=O)(=O)N2CCN(c3ccc(F)cc3)CC2)cc1	-23.4	-27.5	-15.9%	-17.6%	11.9	3.8%	-0.1%	0.1%	1.3	0.0%
COc1cc(OC)c(C(=O)O/N=C(\N)c2ccccn2)cc1OC	9.4	-15.1	-1.8%	4.8%	-0.7	5.9%	-1.5%	5.8%	2.5	-3.3%
CCOC(=O)N1CCN(C(=O)CCCOc2ccccc2)CC1	-10.1	-5.1	-0.4%	24.5%	-1.6	-4.3%	-4.4%	3.1%	7.2	7.6%
COc1ccc(/C(C)=N/NC(=O)c2cc(-c3cccnc3)nc3ccccc23)cc1	x	-19.2	8.1%	-9.5%	3.2	-4.5%	0.1%	7.2%	0.8	-8.5%
O=C(NCCCO)c1nc2ccccc2s1	-7.0	6.3	-0.8%	-2.3%	0.8	-4.0%	0.9%	5.4%	2.4	2.1%
O=C1C2C3c4ccccc4C(c4ccccc43)C2C(=O)N1Cc1cccnc1 (stereo not given)	20.6	-5.8	1.3%	-9.6%	-0.2	-4.9%	-1.2%	4.7%	2.8	14.2%
CCC(C)c1ccc(NC(=S)NCCn2cc(Cl)cn2)cc1 (stereo not given)	-6.0	-28.7	1.6%	132.8%	u	-6.3%	1.3%	-3.3%	-3.3	15.6%
CC1=CCC2C(=O)N(c3ccc(C)cc3)C(=O)C2C1 (stereo not given)	-9.1	-10.8	0.2%	-7.0%	1.9	-9.8%	-1.7%	4.3%	2.9	-6.7%
CSc1nc2ccsc2c(=O)n1-c1ccccc1	-7.7	-1.8	-1.8%	0.0%	-4.9	1.7%	-2.9%	-2.6%	1.9	3.2%
O=C(c1ccco1)N1CCN(c2ncnc3c2oc2ccccc23)CC1	0.3	0.2	-4.2%	-5.4%	14.5	16.7%	-1.5%	10.4%	0.0	-17.4%
COc1cccc(C(=O)C2CCCN(Cc3cccc(-n4cccn4)c3)C2)c1 (stereo not given)	u	1.9	-3.1%	-14.8%	17.9	-6.3%	1.3%	-5.3%	0.2	-3.4%
COc1ccc(CCn2c(=N)c(S(=O)(=O)c3ccccc3)cc3c(=O)n4ccccc4nc32)cc1	2.8	11.7	16.3%	-7.2%	25.0	-10.0%	3.2%	6.0%	-2.4	5.8%
COc1cccc(CN2CC(C(=O)N3CCCO3)CCC2=O)c1 (stereo not given)	-8.2	-4.3	3.5%	17.5%	0.3	4.5%	2.0%	1.5%	-1.2	-6.8%
CCc1ccc(/C=C2/SC(=S)N(CCC(=O)Nc3cccnc3)C2=O)cc1	10.0	-2.5	0.3%	34.3%	27.1	-8.4%	2.8%	4.9%	0.5	2.3%
S=C1SCCN1Cc1ccccc1	-4.2	-1.0	1.2%	15.4%	x	x	x	x	x	x
CC1(C)Oc2ccc3ccc(=O)oc3c2[C@H](O)[C@H]1O	14.4	-14.9	5.9%	23.0%	-4.9	x	x	8.5%	x	x
COc1ccccc1NC(=O)Cn1c(=O)n2nc(C)nc2c2ccccc21	1.9	-0.6	-1.4%	0.2%	x	-1.5%	1.3%	-7.3%	-1.2	-12.3%
Cc1c(Cl)cccc1NC(=S)N1CCN(Cc2ccc3c(c2)OCO3)CC1	7.8	1.4	2.4%	-25.4%	21.1	-0.5%	-0.1%	12.4%	2.5	-8.1%
CCCCC(=O)N(c1ccc(C(=O)O)cc1)c1nc(-c2ccc(Cl)cc2)c(CC)s1	25.8	x	5.9%	43.6%	2.2	2.8%	3.3%	-0.7%	2.1	0.9%
COc1ccc(C2(CCN)CC(C)N(C)CC2C)cc1 (stereo not given)	-0.8	-30.0	6.6%	0.1%	7.2	-7.4%	3.8%	-5.7%	-1.4	-24.8%
CCOCCCn1c(SCC(=O)Nc2ccc(C(N)=O)cc2)nc2ccccc2c1=O	-12.8	7.2	-1.8%	10.0%	2.5	-3.4%	4.3%	-1.0%	3.9	-7.6%
COc1ccc(Cl)cc1NC(=O)NCC1CCN(Cc2ccccc2F)CC1	-6.8	-3.9	1.7%	-54.8%[inhibitor]	1.2	-2.5%	-2.3%	5.4%	0.9	-15.7%
Cc1ccc(S(=O)(=O)N(CC(=O)Nc2cccnc2)c2cccc(Br)c2)cc1	-16.1	14.4	-2.1%	5.4%	u	23.6%	0.0%	9.8%	x	-5.7%
Cc1ccc2nc(-c3ccccc3)c(CN3CCSCC3)n2c1	-13.2	i	-1.3%	2.0%	19.3	5.9%	1.5%	4.9%	4.5	-6.3%

Full records as entered above.
Shown for COc1ccc(-c2ccc3c(c2)S(=O)(=O)c2cccc(C(=O)N4CCN(c5c(Cl)cncc5Cl)CC4)c2C3=O)cc1OC : KCNH2 3.1 block = -7.4; KCNH2 WT inh = 5.8; S-ASM inh = -9.1%; a7 integrin act = -26.9%; TRPV1 ag = x; MLL CXXC-DNA inh = x; GALK inh = x; AT treatment = -3.4%; FBPA coupling cs = x; MBNL1-CUG inh = x
Shown for O=C(Cc1ccccc1[N+](=O)[O-])Nc1ccc(S(=O)(=O)N2CCCC2)cc1 : KCNH2 3.1 block = x; KCNH2 WT inh = x; S-ASM inh = x; a7 integrin act = x; TRPV1 ag = 22.6; MLL CXXC-DNA inh = 36.0%; GALK inh = -5.0%; AT treatment = 6.1%; FBPA coupling cs = x; MBNL1-CUG inh = u
